Bioassay records from PubChem.
BAP1 block: inhibitors of BAP1 deubiquitinase, primary screen, biochemical, Ub-AMC fluorescence, kinetic; Ubiquitin carboxyl-terminal hydrolase BAP1 (Homo sapiens), Q92560; recombinant BAP1, Ub-AMC hydrolysis fluorescence kinetic; active compounds read low; activity remaining (% of control), % at 20 µM; 72,000 compounds, 0.48% hits; AID 436, 2006;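 active = activity remaining at or below 50% of control, provided the compound also passes the data quality filters; inactive = the rest, including low values that fail the filters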;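 also: 100% = DMSO wells rate and 0% = substrate alone blank rate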
Target sequence (Q92560 whole entry, looked up): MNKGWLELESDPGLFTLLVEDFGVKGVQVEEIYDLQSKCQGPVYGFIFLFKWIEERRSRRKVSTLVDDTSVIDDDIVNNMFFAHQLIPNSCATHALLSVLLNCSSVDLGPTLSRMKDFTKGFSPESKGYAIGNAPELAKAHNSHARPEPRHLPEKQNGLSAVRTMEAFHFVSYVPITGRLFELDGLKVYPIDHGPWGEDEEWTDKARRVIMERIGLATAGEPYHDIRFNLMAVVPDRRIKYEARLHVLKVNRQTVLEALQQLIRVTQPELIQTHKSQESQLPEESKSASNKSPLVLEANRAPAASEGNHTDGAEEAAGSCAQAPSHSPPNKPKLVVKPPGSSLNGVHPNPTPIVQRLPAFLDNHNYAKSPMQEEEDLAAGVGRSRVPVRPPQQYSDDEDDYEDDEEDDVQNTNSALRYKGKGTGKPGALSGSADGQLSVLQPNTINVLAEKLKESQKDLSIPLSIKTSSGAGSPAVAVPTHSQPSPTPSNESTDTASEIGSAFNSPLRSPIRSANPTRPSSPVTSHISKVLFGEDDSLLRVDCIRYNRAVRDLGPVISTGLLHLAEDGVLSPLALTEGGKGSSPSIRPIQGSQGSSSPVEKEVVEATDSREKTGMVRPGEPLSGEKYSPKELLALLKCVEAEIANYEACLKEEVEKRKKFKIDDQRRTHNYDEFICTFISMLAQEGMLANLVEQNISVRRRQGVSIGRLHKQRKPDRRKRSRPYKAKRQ
HePTP inhibitor: inhibitors of human HePTP phosphatase, primary screen, biochemical, absorbance, leukemia target; recombinant HePTP phosphatase activity, OD absorbance; inhibition, % at 20 µM; Tyrosine-protein phosphatase non-receptor type 7 (Homo sapiens), P35236; 110,000 compounds, 0.64% hits; in the data active = inhibition above about 50%;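 also: plate controls were vehicle for no effect and reference inhibitor for full effect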
Target sequence (P35236 whole entry, looked up): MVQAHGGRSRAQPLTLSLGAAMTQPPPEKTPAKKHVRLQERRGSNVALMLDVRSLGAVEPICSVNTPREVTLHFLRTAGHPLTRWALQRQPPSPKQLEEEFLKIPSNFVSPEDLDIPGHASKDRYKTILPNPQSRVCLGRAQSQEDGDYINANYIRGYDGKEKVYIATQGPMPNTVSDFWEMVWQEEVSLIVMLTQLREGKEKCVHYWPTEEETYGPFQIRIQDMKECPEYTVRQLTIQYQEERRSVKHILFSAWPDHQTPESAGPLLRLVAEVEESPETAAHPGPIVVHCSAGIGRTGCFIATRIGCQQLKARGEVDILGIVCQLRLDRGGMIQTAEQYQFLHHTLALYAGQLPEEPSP
Starred values were filed as active, the others as inactive; . = not tested or not shown; & = joins results of further samples.

Start of the listing, in advance:
BAP1 block | HePTP inhibitor | SMILES
. | 12 | COC(=O)c1c(NC(=O)/C=C/C(=O)O)sc2c1CCC(C(C)(C)C)C2 (stereo not drawn)
102 | 5 | Nc1nnc(COc2ccc(Br)cc2Br)s1
107 | -6 | COc1ccc(C2=NOC(C(=O)Nc3ccc(C(C)=O)cc3)C2)cc1OC (stereo not drawn)
133 | 6 | Fc1ccc(CN2CCSCC2)cc1Br
. | -9 | O=C(Cc1ccc([N+](=O)[O-])cc1)N/N=C/c1c2ccccc2cc2ccccc12
104 | . | Cc1ccc(C2CC(C(F)(F)F)n3nc(C(N)=O)cc3N2)cc1 (stereo not drawn)
. | -3 | COc1ccc(/C=N/n2cn[nH]c2=S)cc1

This part in full, previewed entries included:
BAP1 block | HePTP inhibitor | SMILES
. | 12 | COC(=O)c1c(NC(=O)/C=C/C(=O)O)sc2c1CCC(C(C)(C)C)C2 (stereo not drawn)
102 | 5 | Nc1nnc(COc2ccc(Br)cc2Br)s1
107 | -6 | COc1ccc(C2=NOC(C(=O)Nc3ccc(C(C)=O)cc3)C2)cc1OC (stereo not drawn)
133 | 6 | Fc1ccc(CN2CCSCC2)cc1Br
. | -9 | O=C(Cc1ccc([N+](=O)[O-])cc1)N/N=C/c1c2ccccc2cc2ccccc12
104 | . | Cc1ccc(C2CC(C(F)(F)F)n3nc(C(N)=O)cc3N2)cc1 (stereo not drawn)
. | -3 | COc1ccc(/C=N/n2cn[nH]c2=S)cc1
. | -2 | COc1ccc(OC)c2c(N)c(C#N)c(C(F)(F)C(F)(F)F)nc12
109 | 4 | CCC(=O)Oc1oc(-c2ccccc2)nc1C=Nc1ccccc1OC
84 | -4 | CCC(=O)N1CCN=C1SCc1ccccc1Cl

Further entries follow:
BAP1 block | HePTP inhibitor | SMILES
84 | 8 | O=S(=O)(c1cccs1)n1nnc2ccccc21
. | 6 | Oc1ccc(-n2c(O)c(/C=C3\C=Nc4ccccc43)sc2=S)cc1
. | -18 | CC(=O)CCc1c(C)[nH]c2ccc(Br)cc2c1=O
85 | 0 | CC(C)(C)OC(=O)N1CCC[C@H]1C(=O)NCC1CCC(C(=O)O)CC1 (stereo partly drawn)
. | -5 | C=CCn1c(/N=C/c2ccc(OC)c3cccc(OC)c23)nc2ccccc21
101 | 1 | Cc1nc(CNS(=O)(=O)c2ccc3c(c2)CCCC3)cs1
. | 26 | CC(C)c1ccc(/C=C2\SC(=S)NC2=O)cc1[N+](=O)[O-]
71 | 6 | c1ccc(-c2noc(-c3cccnc3)n2)nc1
. | 2 | CCN=C1SC(CC(=O)Nc2ccccc2C(F)(F)F)C(=O)N1CC (stereo not drawn)
50 | -5 | O=C(Nc1ccccc1[N+](=O)[O-])C12CC3CC(CC(C3)C1)C2

(cont.)
BAP1 block | HePTP inhibitor | SMILES
. | -10 | COc1cc(OC)c(NC(=O)c2ccc(Cl)c(Cl)c2)cc1Cl
86 | -8 | COC(=O)c1[nH]c2ccccc2c1NC(=O)CNC1CCCCC1
86 | -6 | CN(C)c1ccc(C2N(c3ccc(F)cc3)C(=O)C3CCCN32)cc1 (stereo not drawn)
95 | 8 | CC(=O)Nc1nc(-c2ccccc2)nc(-c2ccccc2OC(C)=O)n1
. | -4 | O=C(Nc1ncccc1Cl)C1CC1c1ccccc1 (stereo not drawn)
100 | 14 | Cc1cc(C)n(-c2cccc(Cl)c2)c(=O)c1C#N
72 | 10 | Cc1ccc2cc(C(c3nnnn3C(C)(C)C)N3CCCCCC3)c(=O)[nH]c2c1 (stereo not drawn)
99 | 13 | CC(C)OCCCNC(=O)CCc1nc(-c2ccccc2)no1
106 | 4 | C=CCN1C(=O)C2C(C(=O)NC3CCCCC3)C3C=CC2(O3)C1C(=O)NC1CCCC1 (stereo not drawn)
. | 8 | Cc1ccc(C(=O)N/C(=C\c2ccc(Cl)cc2)C(=O)NCc2ccncc2)cc1

One compound at a time, from the list above:
`Cc1cc(C)n(-c2cccc(Cl)c2)c(=O)c1C#N` is entered as BAP1 block = 100; HePTP inhibitor = 14
`CC(C)OCCCNC(=O)CCc1nc(-c2ccccc2)no1` is entered as BAP1 block = 99; HePTP inhibitor = 13
`CC(=O)Nc1nc(-c2ccccc2)nc(-c2ccccc2OC(C)=O)n1` is entered as BAP1 block = 95; HePTP inhibitor = 8

Next compounds:
BAP1 block | HePTP inhibitor | SMILES
. | 10 | O=C1ON=C(c2ccc(Cl)cc2)/C1=C/c1ccccc1Cl
. | 9 | CCOC(=O)/C=C(\C)N1N=C(c2ccccc2)CC1c1ccccc1[N+](=O)[O-] (stereo not drawn)
102 | 15 | Cc1sc2nc3n(c(=O)c2c1C)NC(=O)CC3
122 | 7 | Cc1cc(C)c(NC(=O)NC(=O)c2ccc(F)cc2)c(C)n1
75 | 20 | O=C(O)CCCNc1cc(N2CCC3(CC2)OCCO3)c2noc3c2c1C(=O)c1ccccc1-3
95 | 7 | O=C(Oc1ccccc1N1C(=O)CCC1=O)c1ccco1
93 | 8 | Nc1nc2n(n1)C(c1ccc(F)cc1)CC(c1ccc(F)cc1)N2 (stereo not drawn)
. | 4 | CC(C)c1cccc(C(C)C)c1OCCCCN1CCOCC1
119 | 6 | Cc1ccc(C)c(N2CCN(C(=O)c3cc(S(=O)(=O)N4CCOCC4)ccc3F)CC2)c1
. | 2 | Cc1ccc2cc3cc(C(=O)N4CCCCCC4)oc3nc2c1

The list continues:
BAP1 block | HePTP inhibitor | SMILES
90 | 2 | CC(=O)c1c(N=CN(C)C)nc(C)nc1-c1ccccc1
. | -3 | Cc1ccccc1-c1nc2cc(NC(=O)c3cccc4ccccc34)ccc2o1
59 | 7 | O=C(c1cnn2cccnc12)N1CCN(Cc2ccc3c(c2)OCO3)CC1
111 | 2 | Cc1noc(C)c1COC(=O)c1cc(F)c(F)cc1Cl
. | -8 | Nc1nnc(SCC(=O)NCc2ccccc2)s1
96 | -14 | C/C(=N\O)C(=O)C(CN1CCCCC1)CN1CCCCC1
100 | 9 | Cc1ccc(-c2nnn(CC(=O)N3CCCCC3)n2)c(-n2cnnn2)c1
. | 7 | Cc1cc(NC(=O)c2ccco2)ccc1NC(=O)c1ccccc1
72 | 5 | COc1ccc(-n2nc(C(=O)Nc3ccc4c(c3)OCO4)c3ccccc3c2=O)c(OC)c1
. | -20 | COC(=O)C1=C(C)N(C)C(C)=C(C(=O)OC)C1c1ccc(OC)c(OC)c1

Additional results.
BAP1 block | HePTP inhibitor | SMILES
92 | 0 | CC1(C)Cc2c(sc3nn[nH]c(=O)c23)CO1
67 | -1 | CCS(=O)(=O)n1nc(-c2ccccc2)nc1SCc1ccccc1
116 | 2 | O=C(c1ccco1)N1CCN(c2ncnc3c2[nH]c2ccc(Br)cc23)CC1
111 | 3 | COc1ccc(C(CNC(=O)Cn2[nH]c(=O)c3ccccc3c2=O)N2CCCC2)cc1 (stereo not drawn)
120 | . | Cc1ccnc(NC(=O)c2ccc(C)c([N+](=O)[O-])c2)c1
96 | 4&7 | Cn1nnc(NC(=O)c2ccccc2F)n1
. | -1 | NC(=O)NC(c1ccccc1)c1ccc(Cl)cc1 (stereo not drawn)
98 | -8 | Cn1c(=O)c2c(ncn2CC(N)=O)n(C)c1=O
. | -7 | Cc1cc2nc(-c3cc(NC(=O)COc4ccccc4[N+](=O)[O-])ccc3Cl)oc2cc1C
76 | -5 | Cc1cccc(CCN(Cc2cc3cccc(C)c3[nH]c2=O)C(=O)N2CCOCC2)c1

Continuation:
BAP1 block | HePTP inhibitor | SMILES
. | 6 | COc1ccc(CNC(=O)c2cc(OC)cc(OC)c2)cc1
. | 9 | O=C(Nc1ccc(Br)c2cccnc12)c1ccc(Cn2cc(Cl)cn2)o1
134 | . | CC(CCOC(=O)CN1CCCCC1)CCc1ccccc1 (stereo not drawn)
46* | -12 | O=C(CSc1nnc(C2CC2)n1Cc1ccccc1)c1cc2ccccc2o1
86 | 18 | O=C(COc1c(F)c(F)c(C(F)(F)F)c(F)c1F)Nc1ccc(N2CCOCC2)c(Cl)c1
. | 4 | CC(C)=NNc1nc2sc3c(c2c(=O)n1-c1ccc(C)cc1)CC(C)(C)OC3
102 | 2 | COc1ccccc1C(=O)NCCC(=O)N1CC(=O)Nc2ccccc21
82 | 3 | CCCC(=O)CN1C(=O)C2(OCCO2)c2ccccc21
122 | 5 | CC(C)(C)c1ccc(S(=O)(=O)N2CCCC2C(=O)NC2=NCCS2)cc1 (stereo not drawn)
75 | -7 | CCOC(=O)CSc1nnc(-c2ccccc2NC(=O)c2ccccc2)o1

Next entries.
BAP1 block | HePTP inhibitor | SMILES
. | 6 | COc1ccc(/C=C/C(=O)c2c(O)c(OC)c3occc3c2OC)cc1OC
. | -5 | Cc1ccc(CSc2nnc(-c3ccco3)o2)c(C)c1
. | 1 | COc1ccc(OC)c(NC(=O)COc2ccc(C)c(C)c2)c1
98 | 7 | O=C(Cn1cnc2ccccc21)OCC(=O)N1CCc2ccccc2C1
. | 2 | CC/C(=C/C(=O)c1ccncc1)Nc1ccc(O)cc1
. | -4 | NC1=NC2(CCCC2)N=C(Nc2cccc3ccccc23)N1
85 | 5 | O=C(CC1CCCCC1)N1CCN(c2ccccn2)CC1
84 | 4 | O=C(CSc1ccccn1)N1CCN(c2ccccc2)CC1
. | 4 | CC(=O)Nc1cc(-c2ccc(Br)cc2)nn1Cc1ccccc1
. | 5 | CCOc1ccc(N(CC(=O)NCCSCc2ccc(Cl)cc2)S(C)(=O)=O)cc1

3 compounds already listed, ordered by their value in BAP1 block, high to low:
SMILES,BAP1 block
O=C(Cn1cnc2ccccc21)OCC(=O)N1CCc2ccccc2C1,98
O=C(CC1CCCCC1)N1CCN(c2ccccn2)CC1,85
O=C(CSc1ccccn1)N1CCN(c2ccccc2)CC1,84

The list continues.
BAP1 block | HePTP inhibitor | SMILES
68 | 4 | FC(F)C(F)(F)C1=CC(c2cccs2)=NCCN1
97 | 3 | CC(=O)N1CCc2cc(S(=O)(=O)NC(C(=O)NC3CCCc4ccccc43)C(C)C)ccc21 (stereo not drawn)
. | 3 | Cc1cc(C)cc(NC(=O)CSc2nc(C)cc(C)n2)c1
93 | 4 | O=C1CCC(=O)N1c1ccc(CSc2nc3ccccc3[nH]2)cc1
107 | 10 | CN(C)CCOc1nc(-c2ccccc2)nc2c1oc1ccccc12
99 | 3 | CN(C)CCCNC(=O)c1ccc(CN(c2ccccc2)S(C)(=O)=O)cc1
. | -6 | O=C(O)c1cccc(C(=O)c2ccc3c(c2)C(=O)N(c2cccnc2)C3=O)c1
. | -18 | O=C(CSc1nc2ccccc2o1)c1ccc2c(c1)Cc1ccccc1-2
. | 9 | Cc1cccc(COc2ccc3c(c2)oc(=O)c2ccccc23)c1
84 | 3 | Cc1cc2oc(=O)cc(C)c2c(=O)o1

Carrying on.
BAP1 block | HePTP inhibitor | SMILES
. | -22 | O=C(Nc1ccc(NC(=O)c2ccc(Cl)c(S(=O)(=O)N3CCOCC3)c2)cc1)c1ccccc1
115 | 5 | CCOc1ccccc1-c1nnc(SCC(=O)NC2CC3CCC2C3)n1CC (stereo not drawn)
. | 7 | COC(=O)C1=C(C)N(C)C(C)=C(C(=O)OC)C1c1cccc(Oc2ccccc2)c1
88 | 0 | CCOC(=O)c1c(N)sc(C(O)(C(F)(F)F)C(F)(F)F)c1-c1ccc(OC)cc1OC
105 | 10 | CCN(CC)S(=O)(=O)c1ccc(C(=O)NCc2n[nH]c(=S)n2Cc2ccccc2)cc1
99 | -6 | CCN(CC)S(=O)(=O)c1ccc(NC(=O)COC(=O)c2ccc(Br)o2)cc1
98 | 6 | c1ccc(-c2nc3nc4ccccc4nc3n2Cc2ccco2)cc1
. | 5 | COc1cc(/C=N/n2cnnc2)cc(I)c1O
. | -11 | CCOc1ccc2nc(SCC(=O)Nc3ccc([N+](=O)[O-])cc3)sc2c1
. | 10 | CCOC(=O)C1=C(C)N=c2s/c(=C\c3cc(Br)ccc3O)c(=O)n2C1c1ccc(OC)cc1 (stereo not drawn)

Next section:
BAP1 block | HePTP inhibitor | SMILES
64 | 3 | O=c1c2ccccc2nc(SCc2ccccc2)n1Cc1ccco1
. | -6 | Cc1cc(Cl)ccc1OCC(=O)O/N=C(\N)c1ccc(Br)cc1
90 | 10 | COC(=O)[C@H](CCSC)NC(=O)Nc1ccc(C)c(C)c1
. | -12 | Cc1cc(C)c(NS(=O)(=O)c2cc(C)ccc2C)c(C)c1
114 | 6 | CC(C)[C@H](NC(=O)[C@@H]1CSCN1C(=O)OC(C)(C)C)C(=O)NCC1CCC(C(=O)O)CC1 (stereo partly drawn)
. | -12 | O=C(COc1ccc2ccccc2c1)N1CCN(S(=O)(=O)c2ccccc2)CC1
109 | 6 | Nc1cc(N)nc(SCCN2CCCCC2)n1
. | 0 | Cc1c(-c2ccccc2)nc2ccccc2c1C(=O)Nc1ccc(F)cc1F
104 | 8 | CCOC(=O)C1CCN(C(=O)CC2C(=O)N(Cc3ccccc3)C(C)c3nc4ccccc4n32)CC1 (stereo not drawn)
91 | . | Oc1ccc(-c2nc(-c3ccc(F)cc3)c(-c3ccncc3)[nH]2)cc1

(more compounds)
BAP1 block | HePTP inhibitor | SMILES
104 | 5 | O=C(NCc1ccco1)C(c1ccc(F)cc1)N(CC1CCCO1)C(=O)Cn1nnc2ccccc21 (stereo not drawn)
68 | 2 | CCN(CC)CCN1C(=O)C(=O)/C(=C(/O)c2c(C)[nH]c(C(=O)OC)c2C)C1c1ccc(OC)cc1 (stereo not drawn)
. | 5 | Cc1ccc(NC(=O)/C(=C/c2cccc([N+](=O)[O-])c2)NC(=O)c2ccccc2)c(Br)c1
70 | 15 | O=C(NCC1CCCO1)c1ccccc1-c1nc(-c2ccc(Cl)cc2)no1 (stereo not drawn)
. | 9 | Brc1ccc(Nc2ccc3ccccc3n2)cc1
. | 10 | COc1ccc(C/C(N)=N/OC(=O)c2ccco2)cc1OC
99 | 4 | O=C(O)c1ccccc1SC1CC(=O)N(C2CCCCC2)C1=O (stereo not drawn)
. | -10 | O=C(COC(=O)c1ccc(Br)o1)NCc1ccco1
